From PubChem BioAssay
ALOX15B inhib – qHTS Assay for Inhibitors of 15-hLO-2 (15-human lipoxygenase 2). purified 15hLO-2, xylenol orange hydroperoxide absorbance. AID 881, 2007. actives 0.56% (n = 110,000). Potency, µM (titrated, usually from 57.1 µM), without a hit: at the highest dose activity change, negative = inhibition, most hits filed as inhibitors; also: potency is read from the fitted curve at half-maximal effect; nearly all actives have a fitted effect of over 60% in size; many of its hits are not listed in these tables
Target sequence (O15296 whole entry, looked up): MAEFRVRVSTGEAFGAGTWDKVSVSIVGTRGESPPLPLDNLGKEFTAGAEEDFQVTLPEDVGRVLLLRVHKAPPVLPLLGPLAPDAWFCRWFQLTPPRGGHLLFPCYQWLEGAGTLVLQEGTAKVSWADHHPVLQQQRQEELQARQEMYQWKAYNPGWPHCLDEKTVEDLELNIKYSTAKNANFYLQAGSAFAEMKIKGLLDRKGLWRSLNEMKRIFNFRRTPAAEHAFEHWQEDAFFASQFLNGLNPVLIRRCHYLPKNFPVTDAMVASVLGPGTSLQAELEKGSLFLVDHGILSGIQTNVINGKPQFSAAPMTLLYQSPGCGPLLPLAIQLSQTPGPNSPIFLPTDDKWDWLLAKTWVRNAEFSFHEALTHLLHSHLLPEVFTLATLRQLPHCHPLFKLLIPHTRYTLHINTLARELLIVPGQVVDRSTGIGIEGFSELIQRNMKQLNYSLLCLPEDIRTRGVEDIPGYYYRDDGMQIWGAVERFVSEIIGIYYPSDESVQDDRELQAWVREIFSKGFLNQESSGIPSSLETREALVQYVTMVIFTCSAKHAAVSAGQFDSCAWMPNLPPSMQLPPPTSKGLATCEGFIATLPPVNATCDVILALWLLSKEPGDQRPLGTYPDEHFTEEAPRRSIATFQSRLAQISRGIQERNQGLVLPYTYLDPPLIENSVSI
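Enzyme 50 nM, AA 45 uM, 25 mM Hepes pH 7.5 + 0.01% Triton X-100; cpd preinc 15 min RT, rxn 90 min RT; stop/detect with 200 uM XO + 300 uM Fe(II) in 50 mM H2SO4, 30 min; A573/A405.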
IMPase inh – qHTS Assay for Identifying the Cell-Membrane Permeable IMPase Inhibitors | inhibition (IP1 accumulation), % at 46.1 µM | CHO-M1 cells, IP1 accumulation, HTRF TR-FRET ratio | Inositol monophosphatase 1 (Rattus norvegicus), P97697 | 120,000 tested, under 10 active; active = well fitted curve in the direction sought with a large enough effect in the signal ratio, not every such curve was filed as active; inconclusive = small, poorly fitted or top-dose-only effect, or a change in a side signal; inactive = no such curve, though single readings can be large or run the other way; the % refers to the signal ratio;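 also: cells stimulated with carbachol in lithium chloride buffer; plate controls were DMSO basal wells for no effect and reference inhibitor wells for full effect; higher means more IMPase inhibition seen as more IP1 and lower FRET ratio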
Target sequence (P97697 whole entry, looked up): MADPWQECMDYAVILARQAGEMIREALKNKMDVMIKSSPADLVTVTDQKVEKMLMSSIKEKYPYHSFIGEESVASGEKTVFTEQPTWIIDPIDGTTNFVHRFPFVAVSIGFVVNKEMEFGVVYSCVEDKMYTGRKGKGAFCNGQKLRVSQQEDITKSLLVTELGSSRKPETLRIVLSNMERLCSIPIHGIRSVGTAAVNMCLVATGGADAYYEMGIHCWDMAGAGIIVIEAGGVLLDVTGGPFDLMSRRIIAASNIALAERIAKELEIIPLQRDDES
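Seeded CHO-M1 cells were dosed with compound at up to 46 uM, stimulated with carbachol for 30 min, then lysed in IP-One detection reagents. Higher IP1 lowers the TR-FRET signal.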
PNC assembly inh – High Content Assay for Compounds that inhibit the Assembly of the Perinucleolar Compartment; actives 3.1% (n = 140,000); activity change (PNC), negative = inhibition, % at 10 µM; PC3M PTB-GFP, PNC prevalence imaging, 16 h; hits give low values;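 active = readout at or below -70, meaning at least 70% loss of cells showing the perinucleolar compartment, a nuclear body marking cancer cells; inconclusive = readout between -30 and a set limit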;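 also: plate controls were DMSO wells for no effect and camptothecin positive control wells for full effect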
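Compounds are pinned in duplicate onto adhered PC3M cells stably expressing GFP-tagged PTB and incubated 16 h at 37 C. Cells are then fixed, nuclei stained with Hoechst, and PNC-positive cells counted.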
12-hLO inh – qHTS Assay for Inhibitors of 12-hLO (12-human lipoxygenase) | Polyunsaturated fatty acid lipoxygenase ALOX12 (Homo sapiens), P18054 | purified 12-hLO, xylenol orange hydroperoxide absorbance | Potency, µM (top dose mostly 57.1 µM), for the others: at the top dose activity change, negative = inhibition, hits mostly inhibitors | actives 0.12% (n = 150,000); also: potency is read from the fitted curve at half-maximal effect; nearly all actives have a fitted effect of over 55% in size; many of its hits are not listed in these tables
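Hydroperoxide formation by human 12-lipoxygenase from 40 uM arachidonic acid was followed colorimetrically via ferric-xylenol orange complex, using the 573/405 nm absorbance ratio. Enzyme concentration was 150 nM, with 30 min reaction at room temperature.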
Numbers without * were called inactive; ? = inconclusive; nt = not tested or not shown; & = joins results of further samples; [ ] = another dose, or the depositor's remark. Unless noted, calls follow the shape of the dose curve; as a rule, active = well fitted curve in the direction sought with a large enough effect; inconclusive = small, poorly fitted or top-dose-only effect, or another doubt; inactive = no such curve, though single readings can be large; an effect the other way counts as inactive or inconclusive. Unless noted, % is scaled to controls: 0 for no effect and ±100 for the full control effect. A portion of the library, so the mix of outcomes need not match the whole.

SMILES | ALOX15B inhib | IMPase inh | PNC assembly inh | 12-hLO inh
Cc1cc(NC(=S)NC(=O)c2ccccc2)ccc1-c1cc2ccccc2oc1=O | nt | nt | -15 | 1%
CCN(CC)S(=O)(=O)c1ccc(NC(=O)CSc2cccc[n+]2[O-])cc1 | -1% | -1 | 14 | -1%
COC(=O)Nc1sc2c(c1C(=O)N1CCOCC1)CCC(C)C2 (stereo unspecified) | -7% | ? | ? | 0%
Nc1nc(SCC(=O)Nc2ccccc2)[nH]c(=O)c1NC(=O)c1cccs1 | nt | nt | 77 | -2%
CCOc1ccccc1OCC(=O)NN1Cc2ccccc2C1=N | 2% | -4 | 24 | -4%
Cc1cc2ccccc2n1CCNC(=O)C(C)(C)C | nt | -3 | 1 | -12%
O=C(O)c1ccc(CN2C(=O)c3ccccc3S2(=O)=O)cc1 | -3% | 2 | -20 | -4%
CCCCNC(=O)CNC(=S)N(Cc1ccccc1)Cc1cccnc1 | nt | nt | ? | -1%
COc1cc(C2NC(=O)NC(C)=C2C(=O)OC(C)C)ccc1OC(=O)c1ccco1 (stereo unspecified) | nt | -3 | 69 | -1%
Cc1cccc(-n2cnc(C(=O)Nc3cccnc3)c2)n1 | 3% | -3 | -9 | -1%
Cn1cc(S(=O)(=O)CC(=O)N2CCc3ccccc32)c2ccccc21 | -1% | 0 | 12 | 4%
COc1cccc(-n2c(Cc3cc(=O)[nH]c(=O)[nH]3)nnc2SCC(=O)NC2CCCC2)c1 | -4% | 4 | 38 | 1%
CC(=O)c1ccc(N2CCN(C(=O)c3ccc4nc[nH]c4c3)CC2)cc1 | nt | nt | -20 | 1%
O=C(NC1=NCCS1)c1ccc(Br)s1 | -2% | -4 | 33 | -8%
O=C(N/N=C/c1cccc([N+](=O)[O-])c1)C1CC(=O)N(c2ccc(F)cc2)C1 (stereo unspecified) | nt | 6 | -24 | 1%
Cc1ccc(S(=O)(=O)N2CCN(C(=O)COc3ccc(-c4nnco4)cc3)CC2)cc1 | -8% | 3 | -7 | -4%
O=C(NC1CCN(C(=O)Nc2cccc(F)c2)CC1)C1CCCCC1 | 23% | 4 | 3 | -3%
O=C(c1nc2ccccc2s1)N1CCSCC1 | -7% | 13 | ? | 0%
COc1nonc1NCn1nc(C)cc1C | 6% | 2 | -6 | -2%
COc1cccc(C(=O)Oc2cc(N)n(S(=O)(=O)c3ccc(C)cc3)n2)c1OC | -7% | 3 | ? | -8%
O=C1CN(/N=C/c2ccc([N+](=O)[O-])o2)C(=O)N1 | -6% | nt | -10 | -6%&-6%
Cc1cc(NC(=O)CSc2nnc(CNc3cccc(C(F)(F)F)c3)n2Cc2ccco2)no1 | -4% | -4 | ? | 0%
c1ccc2[nH]c(SCc3cn4cccnc4n3)nc2c1 | nt | 3 | -29 | -3%
CC1CCN(C(=O)c2ccc(S(=O)(=O)Cc3ccccc3F)c([N+](=O)[O-])c2)CC1 | nt | -1 | 85 | 0%
c1ccc2c(c1)CCCn1nnnc1-2 | 1% | 2 | 47 | 9%
CCCCSc1[nH]c(=O)c(C(=O)OCC)cc1C#N | -9% | 3 | 15 | 0%
CCCCOc1ccc(C(=O)Nn2c(-c3cccs3)nc3ccccc3c2=O)cc1 | nt | nt | -19 | 2%
CCN(CC)C(=O)CSC1c2ccccc2C(=O)N1c1ccccc1 (stereo unspecified) | -1% | 6 | -9 | 2%
COc1ccc2cc(C(=O)Nc3ccc(Cl)cc3)sc(=O)c2c1OC | nt | -1 | -23 | -2%
COc1ccc(NC(=O)Cn2c(=O)n(-c3ccccc3)c(=O)c3oc4ccccc4c32)c(OC)c1 | nt | nt | 10 | 8%
Cc1nc([N+](=O)[O-])cn1-c1nc2ccccn2c1[N+](=O)[O-] | -12%[11.4 µM] | nt | nt | 3%[11.4 µM]
N#Cc1ccsc1NC(=O)CN1CCCCC1 | 1% | -8 | 8 | 11%
Cc1cc(NC(=O)CSc2nc3ccsc3c(=O)n2Cc2ccccn2)n[nH]1 | nt | 2 | -16 | 4%
CCN1C(=O)c2cccc3c(S(=O)(=O)Nc4ccc(OC)cc4OC)ccc1c23 | -10% | -7 | -21 | -8%
O=C(C1CCN(S(=O)(=O)N2CCC3(CC2)OCCO3)CC1)N1CCCCC1 | nt | nt | 6 | -2%
O=c1c2ccccc2nc(SCc2nc(-c3ccccc3)no2)n1-c1ccc(F)cc1 | -12% | 4 | -13 | 0%
CCn1cc(C2Nc3ccccc3C(=O)N2O)c(C)n1 (stereo unspecified) | -4%[11.4 µM] | -1[1.84 µM] | -12 | -5%
CCCCNC(=S)N/N=C/c1ccc(C)s1 | ? | 1 | 2 | -22%
COCCCn1c(SCC(=O)NCc2ccco2)nc2sc3c(c2c1=O)CCC3 | -26% | 7 | 1 | -8%
CCOc1nc(C)ccc1-c1noc(-c2ccccn2)n1 | 7% | 9 | 3 | -5%
CCOC(=O)c1sc2ncn(C(CC)C(=O)OCC)c(=O)c2c1C (stereo unspecified) | 4% | 4 | 7 | -7%
COc1cccc(N2CCN(CC(=O)Nc3nc4c(s3)CC(C)CC4)CC2)c1 (stereo unspecified) | 24% | -7 | ? | -7%
CC(=O)Nc1nc(-c2ccccc2)c(-c2ccccc2)o1 | nt | nt | -9 | 2%
Cc1ccnc(SCc2cc(=O)c(OC(=O)c3ccc(Br)o3)co2)n1 | nt | -10 | -83* | -6%
CN(C)CCNC(=O)COc1ccc(Cl)cc1Cl | nt | nt | 13 | 3%
CCc1ccc(S(=O)(=O)NCCc2cn3ccsc3n2)s1 | 1% | 0 | -4 | -4%
COc1cccc(/C=C2\SC(=S)N(CC3CCCO3)C2=O)c1 (stereo unspecified) | nt | nt | -19 | -1%
O=C(Cn1nc(C(F)(F)F)c2c1CCC2)NCc1ccc(F)cc1 | 1% | 9 | 6 | -3%
COC(=O)CNC(=O)C(C)NC(=O)OCc1ccccc1 (stereo unspecified) | -1% | 1 | -127* | 4%
COc1ccc(/C=N/NC(=O)c2csc(-n3nc(C)cc3C(F)(F)F)n2)cc1 | -1% | 6 | -10 | 3%
CCOC(=O)N1CCN(c2nc3ccccc3nc2C(C#N)S(=O)(=O)c2ccc(C)cc2)CC1 (stereo unspecified) | -25% | 6 | 29 | 1%
COc1ccccc1NC(=O)N(Cc1cccs1)Cc1cc2cc3c(cc2[nH]c1=O)OCO3 | nt | nt | 25 | -1%
Cc1ccc(NC(=O)c2csnn2)c(C)c1 | nt | -2 | 7 | 3%
CCCCNC(=O)NNC(=O)c1ccco1 | nt | nt | -14 | 0%
COc1ccc(N(CC(=O)O)N=O)cc1 | 0%[11.4 µM] | nt | nt | -10%[11.4 µM]
Clc1cccc(OCCCN2CCCC2)c1Cl | nt | nt | ? | 2%
Cc1onc(-c2ccccc2)c1C(=O)NNC(=S)NC(=O)c1ccc(F)cc1 | nt | -1 | 19 | -24%
COc1ccc(-c2noc(CCC(=O)NCCN(C)Cc3ccccc3)n2)cc1 | 17% | 11 | 34 | -3%
COc1cccc(C(=O)CN2CCN(S(=O)(=O)c3ccc(Br)cc3)CC2)c1 | -15% | 7 | 0 | -11%
O=C(NC1CCCC1)C1CCN(S(=O)(=O)c2cccc3cccnc23)CC1 | 7% | -3 | 96 | 2%

Next part.
SMILES | ALOX15B inhib | IMPase inh | PNC assembly inh | 12-hLO inh
C=C(NC(=O)C(=C)NC(=O)c1csc(C2=NC3c4csc(n4)C4NC(=O)c5csc(n5)C(C(C)(O)C(C)O)NC(=O)C5CSC(=N5)C(=CC)NC(=O)C(C(C)O)NC(=O)c5csc(n5)C3(CC2)NC(=O)C(C)NC(=O)C(=C)NC(=O)C(C)NC(=O)C(C(C)CC)NC2C=Cc3c(C(C)O)cc(nc3C2O)C(=O)OC4C)n1)C(N)=O (stereo unspecified) | -8% | nt | nt | 0%
CC1=NN(c2nc(C)cc(C)n2)C(=O)C1CCC(C)C (stereo unspecified) | 26% | 3 | 21 | 5%
O=C(NCc1ccc2c(c1)OCO2)c1cccnc1 | -3% | -9 | ? | -4%
COC(=O)CNC(=O)C1(C)C=CCN1C(=O)c1ccccc1 (stereo unspecified) | 10% | nt | 20 | -1%&-1%
CCOC(=O)N1CCN(C(=O)CNC(=O)c2nn(-c3ccc(OC)cc3)c(=O)c3ccccc23)CC1 | 1% | 0 | 56 | -1%
CCCOc1ccc(C(C)=O)cc1CC(C(=O)OCC)C(=O)OCC | -4% | 9 | 10 | 0%
CCOC(=O)C1CCN(S(=O)(=O)c2cc(Cl)c(C)cc2OC)CC1 | 10%[2.29 µM] | 9 | 27 | 2%
CC(=O)Oc1cccc(N2C(=O)c3ccc(C(=O)O)cc3C2=O)c1 | 0% | 0 | -10 | -7%
Cc1cc(C)cc(Oc2ccc(N)cc2)c1 | 0% | 6 | 35 | -1%
COc1ccccc1C1C(C#N)=C(N)Oc2cc(C)n(CCCn3ccnc3)c(=O)c21 (stereo unspecified) | 26% | -6 | -19 | -9%
Cc1cc(C(=O)OCC(=O)NC(C)C)c(C)o1 | 5% | -8 | 10 | 8%
CCOC(=O)Cc1[nH]nc2c1C(c1ccoc1)C(C#N)=C(N)O2 (stereo unspecified) | -6% | 5 | ? | -8%

Record cards, from the list above.
CC(=O)Oc1cccc(N2C(=O)c3ccc(C(=O)O)cc3C2=O)c1 as listed: ALOX15B inhib = 0%; IMPase inh = 0; PNC assembly inh = -10; 12-hLO inh = -7%
CC1=NN(c2nc(C)cc(C)n2)C(=O)C1CCC(C)C (stereo unspecified) as listed: ALOX15B inhib = 26%; IMPase inh = 3; PNC assembly inh = 21; 12-hLO inh = 5%

More structures follow.
SMILES | ALOX15B inhib | IMPase inh | PNC assembly inh | 12-hLO inh
COc1ccc(NC(=O)c2cccs2)cc1NC(=O)c1ccco1 | -6% | -2 | ? | -3%
O=C(c1ccc(F)cc1)N(Cc1ccccc1)C1CCS(=O)(=O)C1 (stereo unspecified) | -10% | -11 | 1 | -3%
CCCOC(=O)c1[nH]c2c(c1C)C(=O)CC(c1ccc(OC)c(OC)c1)C2 (stereo unspecified) | nt | nt | ? | -1%
CCCCNC(=O)CN(c1cc(C(F)(F)F)ccc1Cl)S(C)(=O)=O | nt | nt | -2 | -2%
N[C@H](C(=O)O)c1nn[nH]n1 | 18% | -1 | nt | -3%
Cc1c(NC(=O)NC(C)N2C(=O)C3C4C=CC(C4)C3C2=O)c(=O)n(-c2ccccc2)n1C (stereo unspecified) | ? | 1 | 36 | 3%
CCOc1ccc(N=Nc2c(=O)[nH]n3c(C)cc(C)nc23)cc1 | nt | nt | 2 | -2%
O=C(Nc1ncc(Cc2ccccc2Cl)s1)C1=NCCN1 | nt | 10 | -5 | 3%
CCN(CC)S(=O)(=O)c1cc(NC(=O)C(C)N(C)CC(=O)Nc2c(C)cccc2C)ccc1C (stereo unspecified) | nt | nt | -21 | -2%
CCn1c(=O)c(C(=O)CN2CCc3ccccc32)c(N)n(Cc2ccccc2)c1=O | nt | 0 | 12 | -15%
CCC(=O)Nc1cccc(-n2nnnc2SCC(=O)NCc2ccco2)c1 | 4% | 2 | 25 | 10%
Cc1cc(C(=O)NC2=NCCS2)cs1 | nt | 11 | -27 | -3%
COc1ccc(CN2CCn3ncc(C(=O)Nc4ccc(Cl)cc4Cl)c3C2=O)cc1 | -12% | -2 | -10 | -2%
Nc1cc(C(=O)O)c(Oc2ccc(Cl)cc2Cl)cc1C(=O)O | nt | nt | 91 | -2%
CCOC(=O)c1c(-c2ccc(C)o2)csc1NC(=O)CSc1nncs1 | ? | 8 | ? | ?
CCCCn1c(O)c(C(CC)=Nc2ccc3c(c2)CCC3)c(=O)[nH]c1=O | -17% | 8 | 41 | -24%
